Bim-Bcl-2 = inhibitors of Bim-Bcl-2 interaction, human; P10415; Bead-based flow cytometry, Bim peptide-Bcl-2 binding; 0.06% of 190,000 active; inhibition, % at 10 µM; in the data active means inhibition above about 40%; inconclusive means no clear call, values can overlap the other calls;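 further: 0% = no compound wells with probe peptide and 100% = reference peptide inhibitor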
Target sequence (P10415 whole entry, looked up): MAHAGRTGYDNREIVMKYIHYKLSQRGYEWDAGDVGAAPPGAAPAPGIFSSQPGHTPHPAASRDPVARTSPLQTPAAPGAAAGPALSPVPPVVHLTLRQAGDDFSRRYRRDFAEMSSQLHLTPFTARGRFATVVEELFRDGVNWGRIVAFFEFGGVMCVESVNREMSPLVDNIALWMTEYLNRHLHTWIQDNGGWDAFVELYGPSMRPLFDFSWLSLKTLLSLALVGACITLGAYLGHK
Bim-Bcl-XL = disrupts Bim peptide binding to human Bcl-XL; Q07817; bead flow cytometry, fluorescence; inhibition, % at 10 µM; 0.04% of 190,000 active; AID 1007
Target sequence (Q07817 whole entry, looked up): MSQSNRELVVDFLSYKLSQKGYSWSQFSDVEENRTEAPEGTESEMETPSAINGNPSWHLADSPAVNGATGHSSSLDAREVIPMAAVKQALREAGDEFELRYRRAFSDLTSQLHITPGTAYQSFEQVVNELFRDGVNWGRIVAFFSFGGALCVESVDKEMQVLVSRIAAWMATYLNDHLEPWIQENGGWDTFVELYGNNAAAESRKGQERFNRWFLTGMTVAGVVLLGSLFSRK
Mcl-1 Bim block = inhibitors of Bim-Mcl-1 interaction, human | Bead-based flow cytometry, Bim peptide-Mcl-1 binding | inhibition, % at 10 µM | 0.1% of 190,000 active;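 further: 0% = no compound tracer wells and 100% = peptide blocker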
Mcl1-Bid inh = Mcl-1/Bid interaction inhibition | Q07820 | TR-FRET Mcl-1/Bid-Dy647 peptide binding, 1536-well | inhibition, % at 21.7 µM | 0.97% of 220,000 active | AID 1021;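 active means compounds that cut the binding signal by more than half at the single screening dose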;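 further: His-tagged Mcl-1 with europium anti-His antibody binding Bid BH3 peptide; 0% = Mcl-1 plus peptide wells and 100% = peptide-only wells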
Bim-Bcl-W = inhibitors of Bim-Bcl-W interaction, human. bead-based flow cytometry, Bim peptide-Bcl-W binding. inhibition, % at 10 µM. 0.02% of 190,000 active. AID 952;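 further: 0% = bound tracer without compound and 100% = peptide blocker; higher means less fluorescent Bim peptide bound to Bcl-W beads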
Target sequence (Q92843 whole entry, looked up): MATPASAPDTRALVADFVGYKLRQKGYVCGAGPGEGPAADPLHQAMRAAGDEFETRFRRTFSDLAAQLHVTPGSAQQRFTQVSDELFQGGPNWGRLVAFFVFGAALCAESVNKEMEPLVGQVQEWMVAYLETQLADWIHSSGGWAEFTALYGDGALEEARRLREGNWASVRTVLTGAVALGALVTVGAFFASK
Bfl-1 Bim block = inhibitors of Bim-Bfl-1 interaction, human | Q16548 | Bead-based flow cytometry, Bim-Bfl-1 binding inhibition | inhibition, % at 10 µM | 0.12% of 190,000 active | AID 1008;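 further: 0% = wells without compound plus tracer and 100% = blocker peptide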
RGS7-Gao = regulators of human RGS7-Galphao interaction. Multiplexed bead flow cytometry, RGS7-Galphao binding; actives lie on both sides. binding response (% of control), % at 10 µM. 0.35% of 220,000 active. AID 1439; in the data active means binding response below about 49% or above about 150%; inconclusive means no clear call, values can overlap the other calls; inactive means in between;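 further: fluorescent Galphao held in activated GDP-AlF4 state binding bead-coupled RGS7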
Bcl-B Bim block = human Bim-Bcl-B interaction inhibition; bead-based flow cytometry, Bim peptide-Bcl-B binding; Q9HD36; 0.073% of 190,000 active; inhibition, % at 10 µM;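 further: 0% = tracer peptide without compound and 100% = reference inhibitor peptide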
Target sequence (Q9HD36 whole entry, looked up): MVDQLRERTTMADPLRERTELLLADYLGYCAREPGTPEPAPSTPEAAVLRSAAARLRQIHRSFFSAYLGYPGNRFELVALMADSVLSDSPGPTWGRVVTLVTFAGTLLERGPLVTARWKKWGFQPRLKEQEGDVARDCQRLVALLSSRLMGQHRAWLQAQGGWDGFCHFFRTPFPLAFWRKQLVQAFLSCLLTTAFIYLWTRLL
RGS4-Gao reg = modulates binding of RGS4 to human Galphao; Multiplexed bead flow cytometry; actives lie on both sides; binding response (% of control), % at 10 µM; 0.33% of 220,000 active; AID 1415; in the data active means binding response below about 49% or above about 150%; inactive means in between;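 further: fluorescent Galphao activated with aluminum fluoride binding bead-coupled RGS4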
Mcl1 Noxa PPI = Mcl-1/Noxa interaction inhibition; Q07820; TR-FRET Mcl-1/Noxa peptide binding, 2 h; inhibition, % at 21.7 µM; 1.5% of 220,000 active;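 active means compounds that cut the protein-peptide binding signal by more than 50% relative to plate controls in a single-dose test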;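 further: His-tagged Mcl-1 with rhodamine Noxa BH3 peptide and terbium anti-His antibody; 0% = Mcl-1 plus Noxa peptide wells and 100% = peptide-only wells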
RGS8-Gao = modulates binding of RGS8 to human Galphao; P09471; multiplexed bead flow cytometry; actives lie on both sides; response (percent of control binding), % at 10 µM; 0.34% of 220,000 active; AID 1423; in the data active means response below about 60% or above about 140%; inactive means in between;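 further: Galphao activated as the GDP aluminium fluoride complex binding bead-coupled RGS8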
* marks the source's active call; other numbers are inactive results; ? = inconclusive; . = not tested or not shown; [ ] = dose if it differs, or a comment. Unless noted, no stated cut-off is given here; in the data, active means inhibition above about 40%.

SMILES	Bim-Bcl-2	Bim-Bcl-XL	Mcl-1 Bim block	Mcl1-Bid inh	Bim-Bcl-W	Bfl-1 Bim block	RGS7-Gao	Bcl-B Bim block	RGS4-Gao reg	Mcl1 Noxa PPI	RGS8-Gao
COC(=O)Nc1ccc(S(=O)(=O)N2CCN(C)CC2)cc1	-4	-1	0	-29	2	-8	98	-7	102	6	104
O=C1N(Cc2cccnc2)C[C@@H]2C[C@@H](c3cccc(C(F)(F)F)c3)N3CCC[C@@]123	-3	-1	-1	-58	-1	-1	98	-2	104	-1	103
CCCN1/C(=C2/SC(=S)N(CC)C2=O)C=Cc2ccccc21	0	-2	-2	-27	-3	0	96	0	97	12	101
NC(=O)CN1C(=O)C2C3C=CC(C3)C2C1=O (centres undefined)	-4	-3	0	-32	2	-6	89	-5	88	-9	96
Cc1ccc2ncc([N+](=O)[O-])n2c1	-3	3	0	1	3	-7	101	-7	102	-5	102
CC1CCCN(C(=S)Nc2ccc3nc4n(c(=O)c3c2)CCCCC4)C1 (centres undefined)	-1	-5	-3	97*	-3	1	99	-5	99	5	100
CCc1nnc(NC(=O)C2CC(=O)N(Cc3ccccc3)C2)s1 (centres undefined)	-1	4	0	-6	0	-3	100	-2	104	10	102
COc1cccc(CC2(CO)CCCN(Cc3cnn(-c4ccccc4)c3)C2)c1 (centres undefined)	0	0	-1	-28	0	-5	96	0	99	2	102
COc1ccccc1NC(=O)c1ccc(NC(=O)COC(=O)CCC2CCCC2)cc1	-10	-9	-14	-9	-5	-15	99	-12	97	-45	99
C/C(=N\N=C1\NC(=O)C(CC(=O)Nc2ccc(C)c(Cl)c2)S1)C(C)C (centres undefined)	-1	-3	-1	-27	-2	-4	?	-6	101	-6	101
Cc1ccc(NC(=O)C(C)N2CCCC2)cc1Cl (centres undefined)	-1	0	0	-22	0	-4	107	-1	103	11	99
Clc1ccc(Cl)c(OCCN2CCOCC2)c1	-8	-2	0	-32	0	-14	97	-8	99	8	98
COc1ccc(CN(C(=O)c2ccco2)c2ccc(Br)cc2)cc1OC	-3	-3	-4	-44	1	0	99	0	93	1	101
O=C(Oc1cccnc1)c1ccc(Cl)c(Cl)c1	-2	-3	-2	11	-3	0	105	-1	99	5	101
O=C(CSc1ccc(-c2ccccn2)nn1)N1CCCCC1	-1	0	0	0	1	-1	91	0	94	1	98
O=C(N/N=C/c1ccc(Br)o1)c1cncc(Br)c1	-3	-5	-6	-13	-3	-4	96	-4	95	10	97
CCn1c(CNC(=O)c2cccs2)n[nH]c1=S	-2	-3	-1	-81	-2	-2	101	-5	101	6	100
CC(C(=O)N1CCOCC1)N1C(=O)c2cccc3cccc(c23)C1=O (centres undefined)	1	0	3	-2	1	-3	?	0	98	5	99
c1n[nH]c(SCCCCSc2ncn[nH]2)n1	-5	4	0	-6	3	-8	100	-2	94	-5	98
CN(Cc1nc(-c2ccncc2)no1)S(=O)(=O)c1ccccc1	-3	-1	-2	-12	-3	-1	101	0	102	2	101
Cc1cccc(N(C(=O)CCC(=O)Nc2nccs2)C(C(=O)NC(C)(C)C)c2ccc(O)cc2)c1 (centres undefined)	-5	-6	-4	-30	-3	-5	96	-2	94	8	98
O=[N+]([O-])c1ccc(OCC(O)CNC2CCCC2)cc1 (centres undefined)	.	.	.	11	.	.	?	.	102	2	103
COc1ccc(-c2cnn3c(N)c(S(=O)(=O)c4ccccc4)cnc23)cc1	-3	-1	0	-2	-1	-3	101	-2	99	-4	101
O=[N+]([O-])c1ccc(-c2cn(-c3ccc(Cl)cc3)c(=S)[nH]2)cc1	24	15	13	68*	15	20	107	18	100	90*	122
CCC1=NN(C(=O)Cc2ccc([N+](=O)[O-])cc2)C(O)(c2ccncc2)C1 (centres undefined)	2	0	-1	1	-1	2	104	3	106	12	104
CCOC(=O)C1CCCN(C(=O)c2cn(C)c3ccc(S(=O)(=O)N(C)C)cc3c2=O)C1 (centres undefined)	-4	-1	1	-15	2	-8	99	0	98	9	100
Cc1cccc(NC(=O)C2CCCN(S(=O)(=O)c3cccc4nonc34)C2)c1 (centres undefined)	-5	-3	0	-3	-1	-4	100	-4	100	-5	102
CCCCN(C(=O)CSc1nncn1-c1ccccc1)c1c(N)n(Cc2ccccc2)c(=O)[nH]c1=O	4	-1	-5	-11	-2	3	102	1	103	2	98
CCN(CC)c1nc(SCC(=O)O)nc(N(CC)CC)n1	0	-2	0	0	0	-5	105	0	101	16	104
CC(=O)Nc1cccc(NC(=S)Nc2cccc(Cl)c2C)c1	-4	-3	-2	-40	-5	-8	106	-5	100	8	112
C[C@H](NC(=O)c1nc[nH]c1C(=O)N[C@H](C)c1ccccc1)C(=O)OC(C)(C)C	-1	-1	-2	-5	-1	-5	17*	-2	25*	-2	21*
CN(C)C(=O)N1CCCC(C(=O)NCc2ccc(F)cc2Cl)C1 (centres undefined)	-6	-8	-5	-9	-5	-12	102	-9	109	15	108
Cc1ccc(Sc2ccc(/C=C3/C(=O)NN(c4ccccc4)C3=O)o2)cc1	.	.	.	-44	.	.	?	.	97	33	102
COCCn1c(C)cc(C(=O)COC(=O)c2ccc3c(c2)NC(=O)CS3)c1C	3	0	4	-60	2	4	97	-5	94	10	85
CC(C)(CNC(=O)c1cc(=O)[nH]c2ccccc12)N1CCOCC1	-4	3	1	-17	3	-11	100	-7	102	-3	103
COCCNC(=O)c1ccc(C(=O)NCCOC)s1	-7	-9	-6	-5	-2	-7	.	-4	233*[activator]	-7	.
CCOC(=O)c1c(-c2ccc(OC)cc2)csc1NC(=O)C1CCCO1 (centres undefined)	-5	-7	-2	1	0	1	106	-23	100	35	99
CCCCOC(=O)Nc1nnc(COc2ccccc2)s1	-3	-2	5	-14	6	-11	98	-5	100	15	101
O=C1CN=CN=CN1c1ccc(Cl)cc1Cl	-10	-8	-4	5	-4	-5	110	-6	98	16	103
Cc1ccc(C2CC(=O)c3cnc(N4CCN(c5ccccc5)CC4)nc3C2)cc1 (centres undefined)	4	2	4	-27	5	-1	108	0	111	5	102

13 entries out of the list, arranged by molar mass, low to high.
SMILES	Bim-Bcl-2	Bim-Bcl-XL	Mcl-1 Bim block	Mcl1-Bid inh	Bim-Bcl-W	Bfl-1 Bim block	RGS7-Gao	Bcl-B Bim block	RGS4-Gao reg	Mcl1 Noxa PPI	RGS8-Gao
Cc1ccc2ncc([N+](=O)[O-])n2c1	-3	3	0	1	3	-7	101	-7	102	-5	102
O=C1CN=CN=CN1c1ccc(Cl)cc1Cl	-10	-8	-4	5	-4	-5	110	-6	98	16	103
O=C(Oc1cccnc1)c1ccc(Cl)c(Cl)c1	-2	-3	-2	11	-3	0	105	-1	99	5	101
COCCNC(=O)c1ccc(C(=O)NCCOC)s1	-7	-9	-6	-5	-2	-7	.	-4	233*[activator]	-7	.
CCc1nnc(NC(=O)C2CC(=O)N(Cc3ccccc3)C2)s1 (centres undefined)	-1	4	0	-6	0	-3	100	-2	104	10	102
CCC1=NN(C(=O)Cc2ccc([N+](=O)[O-])cc2)C(O)(c2ccncc2)C1 (centres undefined)	2	0	-1	1	-1	2	104	3	106	12	104
CC1CCCN(C(=S)Nc2ccc3nc4n(c(=O)c3c2)CCCCC4)C1 (centres undefined)	-1	-5	-3	97*	-3	1	99	-5	99	5	100
CCOC(=O)c1c(-c2ccc(OC)cc2)csc1NC(=O)C1CCCO1 (centres undefined)	-5	-7	-2	1	0	1	106	-23	100	35	99
C/C(=N\N=C1\NC(=O)C(CC(=O)Nc2ccc(C)c(Cl)c2)S1)C(C)C (centres undefined)	-1	-3	-1	-27	-2	-4	?	-6	101	-6	101
Cc1cccc(NC(=O)C2CCCN(S(=O)(=O)c3cccc4nonc34)C2)c1 (centres undefined)	-5	-3	0	-3	-1	-4	100	-4	100	-5	102
COCCn1c(C)cc(C(=O)COC(=O)c2ccc3c(c2)NC(=O)CS3)c1C	3	0	4	-60	2	4	97	-5	94	10	85
COc1ccccc1NC(=O)c1ccc(NC(=O)COC(=O)CCC2CCCC2)cc1	-10	-9	-14	-9	-5	-15	99	-12	97	-45	99
CCCCN(C(=O)CSc1nncn1-c1ccccc1)c1c(N)n(Cc2ccccc2)c(=O)[nH]c1=O	4	-1	-5	-11	-2	3	102	1	103	2	98

Remaining list, next part
SMILES	Bim-Bcl-2	Bim-Bcl-XL	Mcl-1 Bim block	Mcl1-Bid inh	Bim-Bcl-W	Bfl-1 Bim block	RGS7-Gao	Bcl-B Bim block	RGS4-Gao reg	Mcl1 Noxa PPI	RGS8-Gao
Cc1ccc(SCc2[nH]nc3c2C(c2cccnc2)C(C#N)=C(N)O3)cc1 (centres undefined)	-5	-6	0	-21	-2	-8	86	-1	88	-5	95
Cc1cc(=O)[nH]c(-n2nc(C)c(Oc3ccccc3O)c2C)n1	-5	-5	0	-74	2	-11	103	-5	101	-6	99
CCOC(=O)C1=C(C)N(CC(C)C)C(=O)/C1=C\c1ccc(OCC(=O)Nc2ccccc2)cc1	2	0	0	-44	2	0	111	2	117	0	102
COc1ccc(-c2noc(CSc3ccccc3)n2)cc1OC	-8	-17	-1	1	-1	-13	102	-8	98	-13	98
COc1ccc(/C=C\C(=O)Oc2cccc(/C=N/NC(=O)Cc3ccc(OC)c(OC)c3)c2)cc1	-1	-3	7	2	-1	-2	94	-2	93	2	98
O=S(=O)(c1cccc2nonc12)N1CCN(c2cccc(Cl)c2)CC1	-3	-1	-4	-4	-2	-4	101	-1	101	-6	99

Sorted by number of heavy atoms (rising): some entries from above.
SMILES	Bim-Bcl-2	Bim-Bcl-XL	Mcl-1 Bim block	Mcl1-Bid inh	Bim-Bcl-W	Bfl-1 Bim block	RGS7-Gao	Bcl-B Bim block	RGS4-Gao reg	Mcl1 Noxa PPI	RGS8-Gao
c1n[nH]c(SCCCCSc2ncn[nH]2)n1	-5	4	0	-6	3	-8	100	-2	94	-5	98
COc1cccc(CC2(CO)CCCN(Cc3cnn(-c4ccccc4)c3)C2)c1 (centres undefined)	0	0	-1	-28	0	-5	96	0	99	2	102
CCOC(=O)C1=C(C)N(CC(C)C)C(=O)/C1=C\c1ccc(OCC(=O)Nc2ccccc2)cc1	2	0	0	-44	2	0	111	2	117	0	102

Screening data deposited in PubChem by several laboratories.
